# Compound activity: PubChem, National Center for Advancing Translational Sciences (NCATS)
# A-T KAP1 phos: potential ataxia-telangiectasia treatment; […] A-T fibroblasts, KAP-1 phosphorylation AlphaLISA; neocarzinostatin DNA damage 30 min before lysis; actives 0.19% (n = 320,000); Potency, µM (doses to about 57.5 µM), for inactives: at the top dose activation, most hits filed as activators; also: potency is read from the fitted curve at half-maximal effect; % of control where 0% means no effect; nearly all actives have a fitted effect of over 45% in size
#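 ATM-like activity read as KAP-1 phosphorylation via AlphaLISA donor/acceptor antibody pairs after lysis and 6 hr at 25C. Cells were ATM-null patient fibroblasts ([…], hTERT), dosed 60 min, then exposed to the DSB inducer NCS for 30 min.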
# ELG1 DNA repair: inhibitors of ELG1-dependent DNA repair in HEK293T cells; HEK293T ELG1-luciferase reporter, luminescence, 16 h; DNA damage induced by 5-fluorouridine; Potency, µM (series often up to 46.1 µM), inactives show top-dose activity change, negative = inhibition, hits mostly inhibitors; actives 2.3% (n = 330,000); AID 504467; also: potency is read from the fitted curve at half-maximal effect; % is scaled to controls: 0 for no effect and ±100 for the full control effect; nearly all actives have a fitted effect of over 55% in size
#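 Step one: seed 2,000 cells per well. Step two: pin-transfer compound or DMSO alongside 5-fluorouridine. Step three: incubate 16 hr, 37 °C, 5% CO2. Step four: add ONE-Glo, wait 30 min, read luminescence.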
# Mito fusion act: inhibitors of mitochondrial division or activators of mitochondrial fusion; S. cerevisiae fusion-defective mutant growth rescue, CellTiterGlo 48 h; Potency, µM (series often up to 46.1 µM), without a hit: at the top dose growth rescue (activation), most hits filed as activators; actives 0.23% (n = 320,000);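 also: potency is read from the fitted curve at half-maximal effect; % of control where 0% means no effect; nearly all actives have a fitted effect of over 45% in size; temperature-sensitive fusion mutants such as fzo1-1 at 37 °C on non-fermentable ethanol glycerol medium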
#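 S. cerevisiae fusion-defective temperature-sensitive mutants (e.g. fzo1-1, mgm1-5) grown 48 h at 37C in YPEG (ethanol/glycerol non-fermentable) medium with 23 nl compound per well; growth rescue read as CellTiterGlo luminescence.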
# TRPV1 ag: human TRPV1 agonism; actives 0.19% (n = 320,000); TRPV1-expressing cells, Fluo-8 calcium influx, agonist mode; activation, % at 8.33 µM; AID 540275; in the data active = activation above about 80%; inconclusive = between about 30% and that limit; also: 0% is about no effect
#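 TRPV1-expressing cells were cultured overnight at 35.5C and loaded with Fluo-8 calcium dye for 40 to 90 min at room temperature. After a 10 s baseline, compound was added and calcium influx was read kinetically for 3 min (ex 480/em 520 nm).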
# hERG WT inh: inhibitors of human wildtype KCNH2 potassium channel; AID 720551; actives 0.37% (n = 340,000); activity change, % at 1.84 µM; U2OS, BacMam KCNH2, thallium flux FluxOr; active compounds read low;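 active = maximum activity change below -70%; inconclusive = maximum activity change between -70% and -50%; inactive = maximum activity change above -50%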; also: % is scaled to controls: 0 for no effect and ±100 for the full control effect
#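 U2OS cells transduced with wild-type KCNH2 virus are loaded with FluxOr dye for 45 min, and thallium flux is measured in kinetic reads before and after stimulation buffer. Rate constants are normalized to DMSO controls.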
# Eya2 phos inh: inhibitors of human Eya2 phosphatase activity | O00167 | Potency, µM (top dose mostly 76.9 µM), for inactives: top-dose activity, negative = inhibition, actives largely listed as inhibitors | actives 0.006% (n = 330,000) | AID 488837 | recombinant Eya2, OMFP fluorescence dephosphorylation (OMFP is methylfluorescein phosphate); also: potency is read from the fitted curve at half-maximal effect; % is scaled to controls: 0 for no effect and ±100 for the full control effect
#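 Eya2 (0.2 uM) preincubated 10 min at ambient with compound, then OMFP substrate added at 50 uM; 10 min reaction in 50 mM HEPES pH 7.5, 50 mM NaCl, 5 uM MgCl2, 0.05% BSA, 1 mM DTT. Fluorescence read at Ex 485/Em 525 nm.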
# USP2a block: inhibitors of human ubiquitin-specific protease USP2a; O75604; USP2 core, Ub-CHOP2 coupled fluorogenic reporter, 485/531; Potency, µM (doses to about 38.3 µM), inactives show at the top dose activity change, negative = inhibition, usual class: inhibitors; actives 0.01% (n = 330,000);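 also: potency is read from the fitted curve at half-maximal effect; plate controls were DMSO wells for no effect and full inhibition by NEM control for full effect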
#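 Cell-free coupled assay: 10nM USP2 core preincubated 30min RT with compound in Tris-HCl pH 8.0/CaCl2/CHAPS buffer, then 25nM Ub-CHOP2 and 25nM reporter substrate; fluorescence (Ex 485/Em 531) read after 60min RT, normalized to NEM inhibition, concentration-response curves fitted.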
# TSHR antag: antagonists of human thyroid stimulating hormone receptor; P16473; TSHR-expressing cells, TSH-stimulated cAMP HTRF, 2 h; active compounds read low; activity change, negative = inhibition, % at 11.5 µM; actives 0.2% (n = 330,000);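 active = activity change below a set negative limit, meaning inhibition stronger than a set level, cut at about -70% in these data; inconclusive = activity change between two set negative limits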; also: % is scaled to controls: 0 for no effect and ±100 for the full control effect
# Target sequence (P16473 whole entry, looked up): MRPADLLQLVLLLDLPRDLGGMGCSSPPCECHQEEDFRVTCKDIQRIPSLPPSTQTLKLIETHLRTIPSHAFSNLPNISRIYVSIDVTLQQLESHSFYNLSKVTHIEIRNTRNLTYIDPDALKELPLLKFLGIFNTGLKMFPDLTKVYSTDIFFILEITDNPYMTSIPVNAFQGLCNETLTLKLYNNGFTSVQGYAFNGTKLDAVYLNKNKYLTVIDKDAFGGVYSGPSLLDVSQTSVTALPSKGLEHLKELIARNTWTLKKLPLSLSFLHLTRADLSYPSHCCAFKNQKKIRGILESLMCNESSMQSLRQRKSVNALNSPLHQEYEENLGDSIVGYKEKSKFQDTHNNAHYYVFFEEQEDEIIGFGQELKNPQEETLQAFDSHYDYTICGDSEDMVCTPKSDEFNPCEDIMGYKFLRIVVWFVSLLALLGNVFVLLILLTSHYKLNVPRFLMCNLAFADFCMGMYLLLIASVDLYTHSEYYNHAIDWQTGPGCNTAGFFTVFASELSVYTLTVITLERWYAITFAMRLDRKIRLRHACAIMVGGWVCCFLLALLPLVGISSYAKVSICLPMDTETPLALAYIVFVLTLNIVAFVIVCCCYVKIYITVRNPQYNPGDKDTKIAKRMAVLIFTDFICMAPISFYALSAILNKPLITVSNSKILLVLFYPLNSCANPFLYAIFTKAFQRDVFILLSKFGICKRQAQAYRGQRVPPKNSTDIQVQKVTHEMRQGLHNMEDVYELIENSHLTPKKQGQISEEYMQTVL
#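 Antagonism was scored as loss of TSH-driven cAMP in TSHR cells, stimulated with 4nM TSH (EC80) for 2 hours at 37 deg C and detected by homogeneous HTRF competition immunoassay.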
# TCR activator: activators of T cell receptors; primary human leukocytes, anti-CD3, IL-2 HTRF, 48 h; Potency, µM (titrated, usually from 9.22 µM), for the others: top-dose activation of IL-2 secretion, actives largely listed as activators; 330,000 tested, under 10 active; also: % of control where 0% means no effect
#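 IL-2 release read by HTRF sandwich (Eu cryptate donor, d2 acceptor, 665 nm emission) after 48 hr exposure of primary human leukocytes to compound together with anti-CD3 beads in the absence of co-stimulatory signals.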
# KCNH2 3.1 block: inhibitors of human KCNH2 3.1 potassium channel isoform; activity change, % (tested at about 1.8 µM); U2OS KCNH2 3.1, thallium flux FluxOr; active compounds read low; actives 0.95% (n = 340,000);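 active = maximum activity change below -70%; inconclusive = maximum activity change from -70% to -50%; inactive = maximum activity change above -50%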;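 also: thallium influx rate constant from kinetic fluorescence after stimulation buffer; % is scaled to controls: 0 for no effect and ±100 for the full control effect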
#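 U2OS cells transduced with KCNH2 3.1 mutant virus (1.77 x 10^8 /mL, 4 h), plated overnight at 37 C, loaded 45 min with FluxOr dye plus Red40 quencher. Thallium flux rate constant from kinetic reads after stimulation buffer, normalised to controls.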
# The depositor's hits bear a star; u = inconclusive; x = no result given; [ ] = another dose, or the depositor's remark. Unless noted, calls follow the shape of the dose curve; as a rule, active = well fitted curve in the direction sought with a large enough effect; inconclusive = small, poorly fitted or top-dose-only effect, or another doubt; inactive = no such curve, though single readings can be large; an effect the other way counts as inactive or inconclusive.
cpd	SMILES	A-T KAP1 phos	ELG1 DNA repair	Mito fusion act	TRPV1 ag	hERG WT inh	Eya2 phos inh	USP2a block	TSHR antag	TCR activator	KCNH2 3.1 block
1	Brc1ccccc1-c1nnc(CSc2nnc3sc4ccccc4n23)o1	13%	16%	3%	6	30	1%	-1%	1	-6%	13
2	CCOc1ccc(S(=O)(=O)Nc2ccc3c(c2)OCO3)cc1	-9%	3%	0%	-2	-3	-7%	2%	-2	12%	11
3	Clc1ccc(CN2CCSCC2)c(Cl)c1	3%	-4%	1%	1	-27	-15%	4%	29	x	-8
4	Cn1c2ccccc2c2c(C(=O)NCCCN3CCCC3=O)cn(C3CCCCC3)c(=O)c21	x	-16%	-3%	19	7	2%	-1%	5	-6%	10
5	O=C(NNC(=O)C1CCCN(S(=O)(=O)c2cccc(F)c2)C1)C1CC1 (centres undefined)	7%	10%	-4%	-1	1	8%	8%	2	-2%	-10
6	C[n+]1ccccc1/C=C/c1c(F)cccc1F	-9%	2%	2%	0	-14	-9%	3%	10	5%	10
7	CCc1cc(=O)oc2cc(OC3CCCCC3=O)ccc12 (centres undefined)	-9%	17%	-12%	-2	8	6%	1%	-2	4%	23
8	CCCCN(C(=O)c1ccc2c(c1)OCO2)C1CCS(=O)(=O)C1 (centres undefined)	2%	-1%	2%	-1	1	14%	-2%	3	-2%	-76*
9	O=C(Nc1nc(-c2cc3ccccc3oc2=O)cs1)c1ccco1	17%	-9%	-7%	6	1	0%	2%	-13	0%	0
10	CCN(CC)CCNC(=O)c1ccc(NC(=O)c2cccc(S(=O)(=O)Nc3ccc(C)cc3)c2)cc1	0%	-3%	-9%	6	x	-24%	-1%	-1	-10%	15
11	Cc1cc(NC(=O)/C=C/c2ccc(F)cc2)n(-c2nc3ccccc3[nH]2)n1	4%	19%	-19%	u	-11	-5%	2%	3	-6%[46.1 µM]	-9
12	CC(C)(C)NC(=O)NC(=O)COC(=O)C1CC(=O)N(Cc2ccccc2)C1 (centres undefined)	11%	9%	-4%	6	3	-7%	1%	10	2%	-5

# 5 compounds from above, arranged by formula weight, high to low.
cpd	SMILES	A-T KAP1 phos	ELG1 DNA repair	Mito fusion act	TRPV1 ag	hERG WT inh	Eya2 phos inh	USP2a block	TSHR antag	TCR activator	KCNH2 3.1 block
10	CCN(CC)CCNC(=O)c1ccc(NC(=O)c2cccc(S(=O)(=O)Nc3ccc(C)cc3)c2)cc1	0%	-3%	-9%	6	x	-24%	-1%	-1	-10%	15
1	Brc1ccccc1-c1nnc(CSc2nnc3sc4ccccc4n23)o1	13%	16%	3%	6	30	1%	-1%	1	-6%	13
2	CCOc1ccc(S(=O)(=O)Nc2ccc3c(c2)OCO3)cc1	-9%	3%	0%	-2	-3	-7%	2%	-2	12%	11
7	CCc1cc(=O)oc2cc(OC3CCCCC3=O)ccc12 (centres undefined)	-9%	17%	-12%	-2	8	6%	1%	-2	4%	23
6	C[n+]1ccccc1/C=C/c1c(F)cccc1F	-9%	2%	2%	0	-14	-9%	3%	10	5%	10

# Later entries:
cpd	SMILES	A-T KAP1 phos	ELG1 DNA repair	Mito fusion act	TRPV1 ag	hERG WT inh	Eya2 phos inh	USP2a block	TSHR antag	TCR activator	KCNH2 3.1 block
13	NC(=O)c1ccc(NC(=O)COC(=O)c2ccccc2Nc2ccccc2)cc1	3%	u	5%	3	-22	8%	1%	4	1%	x
14	N#Cc1ccc(Cl)cc1NC(=O)CSc1nc2nc(-c3cccs3)cc(C(F)(F)F)c2c(=O)[nH]1	4%	-5%	0%	0	x	-5%	-1%	-7	x	x
15	CCOC(=O)C1=C(C)N(C)C(C)=C(C(=O)OCC)C1c1ccncc1	2%	19%	2%	2	3	-8%	3%	4	-2%	2
16	CCCC(=O)N(Cc1cc(=O)[nH]c2ccccc12)c1ccccc1C	9%	4%	6%	-4	4	18%	-1%	2	0%	7
17	CC1CCN(S(=O)(=O)c2ccc3c(c2)N(C)C(=O)CC(=O)N3C)CC1	-5%	1%	3%	2	-10	-4%	1%	40	0%	2
18	Cc1nn(C)c(C)c1CNC(=O)Nc1cccc(Cl)c1C	0%	x	-5%	22	-9	-17%	2%	6	x	-2
19	Nc1ccccc1SCC(O)Cn1ccc2ccccc21 (centres undefined)	-4%	14%	-24%	2	1	14%	-3%	5	3%	6
20	Cc1cc2c(sc3c(C)ccc(C)c32)c(C)n1	25%	7%	-4%	17	-4	-6%	0%	2	-1%	9
21	COc1ccc(N2CCN(C(=O)c3ccc(F)cc3)CC2)c([N+](=O)[O-])c1	-3%	u	-8%	u	6	-10%	1%	22	-1%	13
22	COc1cccc(CNC(=O)c2n[nH]c3ccccc23)c1	5%	u	-1%	u	-10	-9%	1%	-3	2%	-8
23	C/C(=N/O)c1ccccn1	14%	-5%	-8%	3	-5	-19%	3%	16	-8%	15
24	O=C(CCc1nnc(Cc2cccc(C(F)(F)F)c2)o1)NCCc1ccccc1F	4%	u	8%	5	2	5%	-2%	2	-12%	-12

# (more compounds)
nr	molecule	A-T KAP1 phos	ELG1 DNA repair	Mito fusion act	TRPV1 ag	hERG WT inh	Eya2 phos inh	USP2a block	TSHR antag	TCR activator	KCNH2 3.1 block
25	CCOc1ccc2nc(N3CCCC(C(=O)NCCCN4CCCCC4)C3)sc2c1 (centres undefined)	1%	u	1%	-1	14	-4%	5%	1	1%	3
26	CCN(CC)C(=O)CSc1nc(O)c(Cc2ccc(OC)cc2)c(=O)[nH]1	-12%	1%	-1%	2	13	1%	1%	17	1%	-6
27	Cc1ccc(-c2nc(S(=O)(=O)c3ccc(C)cc3)c(N3CCOCC3)o2)cc1	-3%	15%	1%	13	-3	-8%	4%	-7	-3%	24
28	COc1cccc(C(=O)O/N=C(\N)c2ccccn2)c1	-7%	u	-6%	5	-6	2%	-2%	30	-6%	4
29	CCN(C(=O)COC(=O)C1CCN(S(=O)(=O)c2ccc(C)c(C)c2)CC1)C1CCS(=O)(=O)C1 (centres undefined)	2%	u	-4%	11	-2	3%	2%	-1	-2%	-18
30	Cc1c(C#N)c2ccccc2n1CCOc1ccccc1F	9%	-20%	20%	5	-37	3%	3%	-26	-1%	-8
31	CCOc1ccc(S(=O)(=O)N(C)c2ccc(OCC(=O)OCc3c(C)noc3C)cc2)cc1	13%	0%	-1%	2	20	-9%	-14%	-18	-3%	-5
32	CSCCC(NS(=O)(=O)c1ccc(Cl)cc1)C(=O)OCc1cccc(Cl)c1 (centres undefined)	-1%	-25%	0%	3	-1	-8%	3%	-5	0%[46.1 µM]	-19
33	COc1cccc(-n2nnc3c(=O)n(Cc4ccccc4Cl)cnc32)c1	0%	18%	0%	8	0	1%	-1%	3	-1%[46.1 µM]	-12
34	O=C(NC1CCCC1)C1CCC(CNS(=O)(=O)c2cccs2)CC1 (centres undefined)	8%	-9%	0%	0	43	10%	3%	-2	1%	11
35	Cc1ccc([N+](=O)[O-])cc1S(=O)(=O)NCc1cccnc1	0%	7%	6%	11	-3	-1%	5%	18	-7%[46.1 µM]	2
36	CC(=O)c1cc2c(cc1NC(=O)CCc1c(C)nc3ncnn3c1C)OCO2	3%	-2%	1%	-2	7	u	1%	13	-1%	0
37	C=CCSc1nnc(NC(=O)CSc2nc3ccccc3[nH]2)s1	-5%	21%	3%	2	-17	-13%	-2%	-6	2%	17
38	Nc1nc(SCC(=O)Nc2ccccc2-c2ccccc2)n[nH]1	-4%	-1%	0%	-5	-12	-1%	0%	-2	1%	-10
39	Cc1cccc(C(=O)Nc2cccc(C(=O)Nc3cc(C)ccn3)c2)c1	0%	-24%	-3%	17	11	-4%	-3%	21	x	2
40	O=C1CCC(C(=O)N2CCSCC2)CN1Cc1cccc(C(F)(F)F)c1 (centres undefined)	2%	17%	1%	u	-5	6%	0%	2	0%	x
41	Cc1ccc(C2CC(c3cccs3)=NN2C(=O)CSc2nc(=O)n3cc(C)ccc3n2)cc1 (centres undefined)	-3%	-25%	7%	-4	2	-6%	-10%	11	-5%	5
42	CCOC(=O)c1cc(CC)sc1N1C(=O)CC(Sc2ccccc2C(=O)O)C1=O (centres undefined)	6%	16%	4%	-8	-2	16%	1%	-8	-3%	-1

# Not all compounds are listed; count on the stated rates, not on these rows.
